Screening results (PubChem)
ARFGAP1 inh – inhibits rat ARF GTPase activating protein 1 | Arfgap1-stimulated ARF1 GTP hydrolysis, GDP FP detection | inhibition, % at 16.5 µM | 0.26% of 360,000 active | AID 651572;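 active means inhibition above a per-plate limit, mean inhibition of low control wells plus 3 SD, cut at about 25% in these data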;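 further: 0% = DMSO wells with enzyme and 100% = wells lacking Arfgap1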
Target sequence (Q62848 1-136 limits assumed): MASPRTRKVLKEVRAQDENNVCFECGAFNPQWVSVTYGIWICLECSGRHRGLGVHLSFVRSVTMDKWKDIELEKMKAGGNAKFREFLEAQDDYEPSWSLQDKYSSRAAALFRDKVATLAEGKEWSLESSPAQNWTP
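Replicates: Single well per compound | Assay system: Truncated rat Arfgap1 GAP domain | Control set: No-Arfgap1 wells (100%) versus DMSO full-reaction wells (0%) | Times: Enzyme reaction 120 min at 25 °C after 20 min preincubation | Reagent: Human ARF1(Δ1-17)-GTP substrate | Measured by: Tracer-displacement fluorescence polarization with EDTA stop, 620/688 nm | Measure: Percent inhibition of Arfgap1-stimulated GTP hydrolysis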
TDP2 absorb – blocks human TDP2 phosphodiesterase activity. O95551. recombinant TDP2, T5PNP hydrolysis, p-nitrophenol absorbance 415 nm. inhibition, % at 12.8 µM. 0.34% of 370,000 active;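 active means inhibition above the mean of all tested compounds plus 3 SD, set per campaign, cut at about 25% in these data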;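 further: 0% = DMSO with enzyme and 100% = buffer with substrate but no TDP2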
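Test system: Human TDP2 enzyme | Reagent: 5 mM T5PNP | Compound dosing: 12.8 µM single point, 1% DMSO | Incubation: Enzyme reaction with compound for 2 h at 37 °C | Technique: p-Nitrophenol epi absorbance | Read-out: % inhibition relative to enzyme-containing and enzyme-free wells | Benchmarks: High control without enzyme, low control DMSO plus TDP2 | Replicates: Singlicate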
PLCg1 inh – PLC-gamma1 (human) inhibition, primary screen | purified PLC-gamma1, fluorogenic substrate, fluorescence | inhibition, % at 12.2 µM | 0.84% of 370,000 active | AID 720700; in the data active means inhibition above about 9.5%
ADAM17 inh – inhibitors of human ADAM17; inhibition, % at 6.95 µM; 0.83% of 370,000 active; recombinant ADAM17, EDANS/DABCYL FRET peptide cleavage;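 active means inhibition above the mean of compounds lying between control limits plus 3 SD, set per campaign, cut at about 8.5% in these data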;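 further: 0% = DMSO-only wells as the low control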
ADAM10 inh – inhibitors of human ADAM10; recombinant ADAM10, EDANS/DABCYL FRET peptide cleavage, 3 h; inhibition, % at 7 µM; 0.62% of 370,000 active;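 active means inhibition above a per-campaign cutoff equal to the mean of compounds falling between control-based bounds plus 3 SD, cut at about 20% in these data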;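 further: 0% = DMSO wells while the 100% control is not disclosed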
ASAP1 GAP inh – blocks human ASAP1-stimulated Arf1 GTP hydrolysis | 0.19% of 360,000 active | Q9ULH1 | inhibition, % at 16.5 µM | GDP FP detection; in the data active means inhibition above about 25%;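 further: 0% = vehicle with enzyme and substrate and 100% = no enzyme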
proKLK7 act – activators of human kallikrein-7 zymogen | P49862 | purified proKLK7, EDANS-DABCYL substrate fluorescence; 100% is mature enzyme control, 0% vehicle | 0.9% of 370,000 active | activation, % at 7 µM;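 active means activation above the mean of all tested compounds plus 3 SD, computed per campaign excluding outliers beyond control limits, cut at about 13% in these data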
Target sequence (P49862 whole entry, looked up): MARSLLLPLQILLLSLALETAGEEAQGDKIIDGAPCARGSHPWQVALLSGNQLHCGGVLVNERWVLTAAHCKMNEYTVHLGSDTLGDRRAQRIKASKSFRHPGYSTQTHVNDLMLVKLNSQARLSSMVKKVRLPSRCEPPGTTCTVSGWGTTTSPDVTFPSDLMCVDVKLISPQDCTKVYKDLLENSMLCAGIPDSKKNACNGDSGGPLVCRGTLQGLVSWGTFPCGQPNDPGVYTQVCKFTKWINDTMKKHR
Tn6 DDE FP – inhibitors of Tn6 peptide binding to human fibrin DD(E); P02675; Fibrin DD(E) TRITC-Tn6 fluorescence polarization displacement; inhibition, % at 8.3 µM; 0.21% of 370,000 active;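 active means inhibition above a per-campaign cutoff: mean of compounds within control limits plus 3 SD, cut at about 15% in these data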;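 further: 0% = median of all compound wells on the plate and 100% = blocking peptide control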
Target sequence (P02675 whole entry, looked up): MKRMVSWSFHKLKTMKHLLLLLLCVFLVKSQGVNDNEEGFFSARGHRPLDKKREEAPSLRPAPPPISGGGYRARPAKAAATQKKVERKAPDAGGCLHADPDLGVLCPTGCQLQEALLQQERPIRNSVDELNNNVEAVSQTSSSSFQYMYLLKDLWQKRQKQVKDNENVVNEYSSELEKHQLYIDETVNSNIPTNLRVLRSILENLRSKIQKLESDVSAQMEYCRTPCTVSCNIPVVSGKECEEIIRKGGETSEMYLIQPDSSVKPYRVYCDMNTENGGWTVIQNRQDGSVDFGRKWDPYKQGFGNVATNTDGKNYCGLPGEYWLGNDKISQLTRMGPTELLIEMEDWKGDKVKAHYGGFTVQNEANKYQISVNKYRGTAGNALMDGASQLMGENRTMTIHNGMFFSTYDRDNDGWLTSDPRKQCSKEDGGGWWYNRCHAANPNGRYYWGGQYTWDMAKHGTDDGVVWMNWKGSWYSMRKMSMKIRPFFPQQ
Tn7 DDE FP – inhibitors of Tn7 peptide binding to human fibrin DD(E). P02675. FP displacement of FITC-Tn7 peptide from fibrin DD(E); 0% = median of compound wells per plate. inhibition, % at 8.3 µM. 0.13% of 370,000 active. AID 720508;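 active means inhibition above the mean of compounds falling within the control limits plus 3 SD of them, cut at about 14% in these data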;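 further: 0% = plate median of compound wells and 100% = 10 µM Aha-Tn7 peptide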
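Assay system: Human fibrin DD(E) protein | Medium: Tris buffer with calcium and detergent, pH 7.8 | Reagent: 0.1 µM fluorescent Tn7 | Compound dosing: Single point at 8.3 µM | Times: 10 min preincubation, 3 h with tracer, room temperature | Detection: Fluorescence polarization of the labelled Tn7 tracer | Controls: Aha-Tn7 high control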
LEDGF integ inh – blocks HIV-1 LEDGF/p75-dependent DNA integration | 0.64% of 370,000 active | TR-FRET IN-LEDGF/p75 DNA integration, Eu/Cy5 | inhibition, % at 3.7 µM;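 active means inhibition above the screen-wide mean plus 3 SD, cut at about 13% in these data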;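 further: signal is the Cy5 over europium emission ratio at 671 and 618 nm; 0% = plate median of compound wells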
The depositor's hits bear a star; i = inactive.

ARFGAP1 inh	TDP2 absorb	PLCg1 inh	ADAM17 inh	ADAM10 inh	ASAP1 GAP inh	proKLK7 act	Tn6 DDE FP	Tn7 DDE FP	LEDGF integ inh	SMILES
-4.4	-7.9	1.8	-0.6	0.5	12.1	0.4	3.2	2.5	-1.0	Cc1ccccc1CCN1CCCC(CN(C)CC(C)(C)C)C1 (stereo unspecified)
-1.6	-3.0	-4.0	-5.2	-4.1	9.3	0.3	1.6	2.6	0.9	C/C(=N\NC(=O)CNC(=O)c1ccc2c(c1)OCO2)c1ccco1
13.6	-6.3	7.0	-0.5	3.9	-0.5	-0.3	3.4	2.5	3.5	CN1CCN(C2CCCCCC2)CC1
0.8	-11.0	3.3	1.9	5.3	-1.5	1.0	-3.6	-2.0	3.2	CCOC(=O)C1=CN(Cc2ccc(Br)cc2)S(=O)(=O)N(C)C1C (stereo unspecified)
5.3	5.4	3.5	-1.4	-0.5	-1.7	-0.8	1.8	-2.0	-0.2	O=C(c1ccccc1)N1CCN(C(=O)c2ccccc2)CC1
3.6	-4.2	-0.3	1.6	3.3	4.8	0.2	-5.8	-0.2	-0.9	CCOC(=O)c1sc(N(Cc2ccccc2)C(=O)CSc2ncn[nH]2)nc1C
19.6	-1.6	1.1	-3.8	-5.5	-3.4	0.7	1.2	2.5	-1.8	Cc1ccc(CNC(=O)CCSCCC(=O)NCc2ccc(C)cc2)cc1
-1.1	0.5	0.9	1.0	6.6	2.0	0.1	-4.5	-2.5	6.2	Cc1cc(C(=O)COc2ccc([N+](=O)[O-])cc2)c(C)n1C1CC1
3.4	-4.0	0.1	-1.1	5.1	11.6	0.1	4.2	-0.1	1.4	O=CN1CCN(C(=O)CN2C(=O)c3ccccc3C2=O)CC1
6.7	1.4	3.5	-6.3	0.9	-9.9	-0.4	1.9	1.4	2.9	O=C(CN(Cc1ccco1)C(=O)CCC(=O)Nc1ccccn1)NCCc1ccccc1
13.4	-11.1	3.0	3.8	18.2	-4.5	0.3	-3.8	4.0	-0.5	CC(Sc1n[nH]c(N)n1)c1nc2scc(-c3cccs3)c2c(=O)[nH]1 (stereo unspecified)
9.3	10.0	-6.0	-4.8	-6.5	-2.6	-0.3	-3.9	0.1	0.0	O=C(COc1ccc(S(=O)(=O)N2CCOCC2)cc1)NCc1ccco1
2.9	-1.8	-1.3	-2.4	-10.2	-0.7	0.3	-4.3	-4.7	0.3	O=C(Nc1cc2c(cc1Cl)OCCO2)c1ccco1
11.9	1.8	2.3	2.5	-4.1	8.7	-0.2	7.8	-5.1	0.8	C[C@@H]1CN(S(=O)(=O)c2ccc3c(c2)OCCO3)CCN1S(=O)(=O)c1c(F)cccc1F
12.7	-4.2	3.4	5.1	-3.4	6.7	-0.3	5.1	-10.4	-3.4	CCOc1ccc(C(=S)N2CCOCC2)cc1OC
-12.4	-9.9	-1.8	-0.2	-7.6	8.8	0.0	-2.9	0.8	-5.5	C[C@@H]1CC[C@]2(O[C@@H](CCO)C[C@H](O)[C@H]2O)O1
-2.6	1.6	-2.0	-6.8	-7.0	6.9	0.5	0.3	5.3	-2.1	COc1cccc(-n2nnc3c(=O)n(CC(=O)NCC4CCCO4)cnc32)c1 (stereo unspecified)
8.0	-7.1	0.3	2.3	7.7	-1.6	0.1	-5.8	-3.4	0.0	CC(=O)c1ccc(OCCCC(=O)N2CCN(S(=O)(=O)c3ccc(C(C)C)cc3)CC2)cc1
-4.5	5.8	2.0	-2.8	-2.7	-10.4	-0.1	-0.6	0.2	-5.3	CN(C)C(=O)CSc1ccc(S(=O)(=O)N2CCOCC2)cn1
7.9	8.6	0.8	-3.0	-5.2	11.3	0.5	-3.0	5.0	0.5	Nc1nc(SCC(=O)N2CCc3ccccc32)[nH]c(=O)c1-c1ccccc1
13.6	-3.2	-1.9	-2.7	-4.4	-23.5	0.1	3.2	-5.8	2.0	CCOC(=O)CC1COCCN1C(=O)c1cc(COc2ccccc2SC)on1 (stereo unspecified)
-5.7	3.3	2.8	8.3	21.9*	4.4	0.3	-6.5	-1.4	-2.1	O=S(Cc1ccc(Br)cc1)Cc1nnc(SCc2ccc(Br)cc2)n1-c1ccccc1 (stereo unspecified)
6.2	-7.1	0.8	-0.4	-0.6	4.7	0.7	3.3	3.7	-2.5	O=S(=O)(Oc1ccccc1N1CCCCC1)c1ccccc1
16.3	7.7	3.1	0.2	7.0	2.5	-0.6	3.4	-3.9	1.0	O=C(CSc1ccccc1C(=O)O)c1ccc(Cl)cc1
5.7	-1.2	3.2	0.4	-0.5	11.6	0.1	2.7	-1.2	2.6	CN(C)S(=O)(=O)c1ccc(C(=O)OCC2CC2(Cl)Cl)cc1 (stereo unspecified)
6.5	11.4	-0.9	0.5	1.6	-17.9	-0.4	-3.1	-0.1	1.7	COc1ccc(Cl)cc1NC(=O)C1CC(=O)N(C2CCCCC2)C1 (stereo unspecified)
-3.2	-5.8	2.2	-5.1	-7.1	-9.5	0.0	4.1	0.7	-5.5	c1cc(-c2nnc3sc(C4CCCCC4)nn23)ccn1
11.6	-5.2	-11.9	0.0	5.1	9.4	0.3	-1.1	-3.9	0.0	Clc1cc(Br)ccc1OCCOCCOc1cccc2cccnc12
6.1	-11.9	3.1	5.8	-3.0	-2.3	0.1	-4.8	-3.7	2.6	CC1(C)CC(=O)c2c(O)cc(O)cc2O1
6.4	2.6	-1.2	-4.4	-2.7	0.4	-0.4	3.1	2.8	-1.9	CN(C(=O)c1ccc(S(=O)(=O)N(C)C)cc1)c1ccc2ccccc2c1
-1.6	-0.4	-0.5	1.2	3.8	12.5	-0.1	7.1	1.3	0.0	CCOC(=O)c1c(NC(=S)Nc2ccc(OC)cc2)sc2c1CCC2
16.4	-0.7	3.7	-0.1	-13.3	0.5	-0.7	7.2	3.4	1.3	CC1=C(C(N)=O)C(c2sccc2C)n2nnnc2N1 (stereo unspecified)
15.4	-10.8	2.5	-7.0	-14.1	11.1	0.0	-4.7	-1.5	3.1	CCCCn1c(SCC(N)=O)nc2sc3c(c2c1=O)CCC3
4.3	7.2	3.2	-1.2	6.1	11.1	0.6	-3.4	1.2	1.5	CCN(c1ccc(OC)cc1)S(=O)(=O)c1csc(C(N)=O)c1
-3.0	4.6	-59.6	-153.6	-477.7	-2.5	6.2	-0.2	4.8	1.4	CCOc1ccc2nc(NCCNC(=O)C3CC3)c(C)cc2c1
-9.8	-8.3	0.9	-4.2	2.2	4.8	-0.4	1.0	2.1	-1.8	CC(C)NC(=O)C(C)n1cccc1C(=O)c1ccccc1 (stereo unspecified)

Structures listed above marked active in ADAM10 inh.
ARFGAP1 inh	TDP2 absorb	PLCg1 inh	ADAM17 inh	ADAM10 inh	ASAP1 GAP inh	proKLK7 act	Tn6 DDE FP	Tn7 DDE FP	LEDGF integ inh	SMILES
-5.7	3.3	2.8	8.3	21.9*	4.4	0.3	-6.5	-1.4	-2.1	O=S(Cc1ccc(Br)cc1)Cc1nnc(SCc2ccc(Br)cc2)n1-c1ccccc1 (stereo unspecified)

Given in markdown: part of the list above.
| mol | ARFGAP1 inh | TDP2 absorb | PLCg1 inh | ADAM17 inh | ADAM10 inh | ASAP1 GAP inh | proKLK7 act | Tn6 DDE FP | Tn7 DDE FP | LEDGF integ inh |
| --- | --- | --- | --- | --- | --- | --- | --- | --- | --- | --- |
| CCN(c1ccc(OC)cc1)S(=O)(=O)c1csc(C(N)=O)c1 | 4.3 | 7.2 | 3.2 | -1.2 | 6.1 | 11.1 | 0.6 | -3.4 | 1.2 | 1.5 |
| CC1=C(C(N)=O)C(c2sccc2C)n2nnnc2N1 (stereo unspecified) | 16.4 | -0.7 | 3.7 | -0.1 | -13.3 | 0.5 | -0.7 | 7.2 | 3.4 | 1.3 |

(listing goes on)
ARFGAP1 inh	TDP2 absorb	PLCg1 inh	ADAM17 inh	ADAM10 inh	ASAP1 GAP inh	proKLK7 act	Tn6 DDE FP	Tn7 DDE FP	LEDGF integ inh	SMILES
-25.7	35.8*	-0.4	-2.9	-14.2	-4.9	-0.5	2.0	-0.3	50.5*	Cc1cc(=O)c2c(o1)C(=O)c1occc1C2=O
6.8	-5.7	8.7	5.2	7.8	-7.4	-0.1	6.6	-6.0	-4.1	CCN(CC)c1ccc(N=Nc2nn(C)c(C)c2[N+](=O)[O-])cc1
-22.5	-0.9	i	-126.8	-379.2	-13.8	18.7*	5.5	2.4	-5.1	CCC1Cc2c(nc(N)c3c(N)nc(N4CCOCC4)c(C#N)c23)O1 (stereo unspecified)
-11.1	-4.3	-71.2	-91.7	-309.1	-4.6	-13.2	-0.8	2.5	0.7	CSc1ccc(/C=C/C(=O)OCC(=O)NC2CCCCCC2)cc1
-0.2	-3.6	2.7	4.7	0.5	-4.0	0.0	-2.3	-1.1	1.5	CCOc1ccc(S(=O)(=O)N2CCOCC2)cc1NC(=O)C1CSC2(C)CCC(=O)N12 (stereo unspecified)
7.6	-9.8	-0.6	0.5	3.4	-9.0	-0.1	-4.7	-4.3	1.8	C=CCCC(=O)N1C[C@H]2CON(C)[C@H]2C[C@H]1c1ccc(-n2ccnc2)cc1
-2.2	-13.4	1.9	1.1	3.9	4.4	-0.2	6.2	-6.7	-1.8	O=C(CS(=O)(=O)c1c[nH]c2ccccc12)Nc1ccc(F)cc1
-7.3	4.7	0.1	-1.3	4.3	1.9	-0.2	1.4	5.2	-1.0	COC(=O)c1c(NC(NC(=O)CC(C)C)C(Cl)(Cl)Cl)sc2c1CCC2 (stereo unspecified)
-2.1	-4.7	-3.3	3.4	13.1	-6.2	-0.4	2.0	1.9	0.0	CCOc1ccccc1NC(=O)c1cc(C(=O)c2cc(Br)ccc2O)coc1=N
7.4	-5.8	-0.1	0.7	1.1	5.6	0.0	2.6	-4.2	0.9	Oc1cc(Cl)cc(Cl)c1Cl
3.6	10.6	-3.1	-5.6	-1.3	-1.2	-0.6	-1.6	7.8	-0.3	CCCCCCc1ccc(N2C[C@H](C)[C@@H](CC(=O)NCc3ccccc3)C2=O)cc1
11.8	5.0	1.8	-2.6	-4.2	12.6	-0.4	-0.1	1.3	-5.7	CCc1nc2c(OCCc3cccc(OC)c3)cccn2c1N(C)C(=O)c1cccs1
9.3	5.0	1.4	-2.9	-5.6	-13.9	0.2	-0.1	0.6	-2.6	O=C(Nc1nccs1)c1ccc(Br)c(S(=O)(=O)N2CCOCC2)c1
1.7	3.9	0.2	-3.2	-4.8	7.5	0.4	2.4	-11.2	0.5	Cn1cc(CNC(=O)c2ccc(OC3CCN(Cc4ccccn4)CC3)cc2)cn1
1.7	4.3	3.1	-6.3	-9.5	-3.5	-0.3	8.7	5.8	-4.3	CC(C)(C)c1ccc(/C=N/NC(=O)CN2CCS(=O)(=O)CC2)cc1
-5.6	-3.0	-1.4	-1.7	-2.1	1.0	0.2	8.3	3.7	-3.4	Cc1cc(NC(=O)c2nn(C)c(C)c2Br)no1
